m-calpain inh: inhibitors of pig calpain II, primary screen, biochemical, fluorogenic peptide substrate, 1536-well; purified calpain II, 30 min; inhibition, % at 16 µM; 220,000 compounds, 0.37% hits; AID 1236, 2008;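 active = inhibition above about 50%, limit read from the data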
zVAD death inh: inhibitors of zVAD-triggered necroptosis, primary screen, L929 cells | 220,000 compounds, 0.38% hits | AID 1377, 2008 | L929 zVAD necroptosis rescue, ATP luminescence, 24 h; with zVAD 60 µM | viability rescue, % at 10 µM;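 active = activation, scaled between plate controls, above about 75%, limit read from the data; inactive = activation under that limit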;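 note: 0% = zVAD with DMSO and 100% = DMSO alone without zVAD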
EP2 mod: EP2 receptor modulators, cAMP readout, primary screen, cell-based, HTRF cAMP, PGE2 stimulation | Prostaglandin E2 receptor EP2 subtype (Homo sapiens), P43116 | EP2-expressing cells, cAMP HTRF FRET, PGE2 co-stimulation | 260,000 compounds, 0.83% hits | AID 940, 2007 | induction, % at 25 µM;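 active = compounds whose cAMP rise, as percent of the full-agonist control response, exceeds 60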;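 note: rat C6 glioma line stably carrying human EP2 under a CMV promoter; the protocol text gives 20 µM as final concentration; 100% = response of wells given 1 µM PGE2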
14-3-3 Bad PPI: inhibitors of 14-3-3 zeta/Bad binding, primary screen, biochemical, TR-FRET, bovine 14-3-3 zeta. 14-3-3 protein zeta/delta (Bos taurus), P63103. TR-FRET 14-3-3zeta/Dy647-pBad peptide displacement, 1 h. inhibition, % at 21.7 µM. 220,000 compounds, 0.71% hits;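 active = inhibition above about 70%, limit read from the data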;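 note: 0% = full 14-3-3 plus peptide FRET controls and 100% = background without 14-3-3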
eIF4E-4G inh: eIF4E–eIF4G protein interaction inhibitors, primary screen, biochemical, uHTS, TR-FRET, eIF4GI fragment; Eukaryotic translation initiation factor 4E (Mus musculus) + Eukaryotic translation …; TR-FRET eIF4E-eIF4GI(517-606) binding, 2 h; inhibition, % at 21.7 µM; 220,000 compounds, 0.37% hits; AID 782, 2007;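 active = inhibition above about 30%, limit read from the data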;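 note: 0% = full FRET control wells and 100% = background wells lacking eIF4GI fragment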
TbHK1 inh: Trypanosoma brucei hexokinase 1 inhibitors, primary screen, biochemical, G6PDH-coupled NADH absorbance, MLSCN library. hexokinase 1 [Trypanosoma brucei]. recombinant TbHK1, G6PDH-coupled NADH A340. inhibition, % at 10 µM. 220,000 compounds, 0.11% hits. AID 1430, 2008;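 active = inhibition of 50% or more in the single-dose primary screen; inactive = inhibition below 50%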
Hck Nef HTS: inhibitors of Nef-activated human Hck kinase, primary screen, biochemical, Z-Lyte FRET, 384-well, Hck-YEEI; Tyrosine-protein kinase HCK (Homo sapiens), P08631; Recombinant Hck-YEEI plus Nef, Z-Lyte FRET kinase assay; inhibition, % at 20 µM; 220,000 compounds, 0.68% hits; AID 463187, 2010;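 active = Hck-Nef kinase inhibition above about 50%, limit read from the data; inactive = inhibition below that limit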;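 note: 0% = DMSO with Hck plus Nef and 100% = Hck alone without Nef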
Target sequence (P08631 whole entry, looked up): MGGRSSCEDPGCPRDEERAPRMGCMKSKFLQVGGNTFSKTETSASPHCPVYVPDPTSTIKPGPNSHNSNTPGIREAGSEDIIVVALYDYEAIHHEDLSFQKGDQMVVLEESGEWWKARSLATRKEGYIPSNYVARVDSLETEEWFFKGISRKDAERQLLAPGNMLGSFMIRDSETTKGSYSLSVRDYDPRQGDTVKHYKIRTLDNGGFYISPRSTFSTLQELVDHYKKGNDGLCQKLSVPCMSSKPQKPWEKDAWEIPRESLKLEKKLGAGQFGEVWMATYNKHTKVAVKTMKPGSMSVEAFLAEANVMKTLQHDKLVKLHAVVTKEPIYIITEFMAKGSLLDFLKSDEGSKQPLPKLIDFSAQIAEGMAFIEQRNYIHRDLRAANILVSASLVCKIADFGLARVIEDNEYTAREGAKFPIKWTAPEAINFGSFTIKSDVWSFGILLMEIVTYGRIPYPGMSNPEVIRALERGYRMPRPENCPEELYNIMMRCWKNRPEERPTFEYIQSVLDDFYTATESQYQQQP
EP2 antag: human EP2 receptor antagonists, primary screen, TR-FRET cAMP, C6 glioma cells; Prostaglandin E2 receptor EP2 subtype (Homo sapiens), P43116; C6 glioma cells expressing human EP2; cells stimulated with saturating PGE2; inhibition, % at 25 µM; 260,000 compounds, 0.52% hits; AID 1422, 2008;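 active = percent inhibition above 40 after rounding to a whole number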;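 note: rat C6 glioma host cells with rolipram phosphodiesterase inhibitor present; the protocol text gives 20 µM as final concentration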
Rad51 HR inh: human RAD51 strand exchange inhibitors, primary screen, biochemical, fluorescence | hRad51 DNA strand exchange, fluorescence dequenching | inhibition, % at 10 µM | 200,000 compounds, 0.085% hits;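 active = inhibition above 40% at the single screening dose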;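 note: 0% = DMSO control wells and 100% = blanks with heterologous ssDNA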
Target sequence (Q06609 whole entry, looked up): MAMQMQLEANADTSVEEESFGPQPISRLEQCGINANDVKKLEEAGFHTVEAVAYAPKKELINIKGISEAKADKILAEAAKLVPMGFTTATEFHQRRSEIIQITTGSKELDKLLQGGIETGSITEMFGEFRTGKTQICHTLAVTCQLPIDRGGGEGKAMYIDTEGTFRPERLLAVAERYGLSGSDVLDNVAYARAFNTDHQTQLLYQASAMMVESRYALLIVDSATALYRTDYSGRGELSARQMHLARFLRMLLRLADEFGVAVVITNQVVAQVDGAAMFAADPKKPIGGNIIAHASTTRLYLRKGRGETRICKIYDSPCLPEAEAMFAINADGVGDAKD
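Test system: preformed human Rad51 ssDNA filaments. Compound dosing: single dose, 10 µM final compound. Incubation: filaments 15 min 37 °C, then compound 30 min. Technique: FRET fluorescence dequenching, excitation 485 nm, emission 520 nm. Read-out basis: percent inhibition from fluorescence, normalised to plate control and blank means. Benchmarks: plate controls and plate blanks.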
* = called active by the depositor; . = not tested or not shown; & = joins results of further samples; [ ] = dose if it differs, or a comment.

Letters: A = m-calpain inh; B = zVAD death inh; C = EP2 mod; D = 14-3-3 Bad PPI; E = eIF4E-4G inh; F = TbHK1 inh; G = Hck Nef HTS; H = EP2 antag; I = Rad51 HR inh
Cc1ccc(S(=O)(=O)N2CCOCC2)cc1C(=O)NCc1cccs1
  A: -15 | B: -0.2 | C: -6 | D: -17 | E: 2 | F: -3 | G: 23 | H: 5 | I: -5

COc1ccccc1N1CCN(C(=O)c2ccc(C(C)(C)C)cc2)CC1
  A: -5 | B: 0.7 | C: -22 | D: 7 | E: -1 | F: 1 | G: 16 | H: 9 | I: .

COC(=O)c1nc(NC(=O)c2ccc(Br)cc2)n[nH]1
  A: -49 | B: -0.6 | C: 12 | D: 4 | E: 1[fluorescence artefact?] | F: -2 | G: 2 | H: 11 | I: -2

O=C(N1CCCCC1)C12CC3CC(C1)CC(C(=O)N1CCCCC1)(C3)C2
  A: 4 | B: -0.1 | C: 29 | D: -11 | E: 4 | F: 0 | G: -3 | H: 9 | I: 2

CCN(CC)CCOC(=O)c1ccc([N+](=O)[O-])cc1
  A: 12 | B: 1.8 | C: -11 | D: 8 | E: 22 | F: -3 | G: 14 | H: 2 | I: .

COc1ccc(C2/C=C\CN(S(=O)(=O)/C=C/c3ccccc3)[C@H](Cc3ccccc3)C(=O)N2Cc2ccc(F)cc2)cc1 (stereo not given in full)
  A: -14 | B: 0.3 | C: -16 | D: 1 | E: -10 | F: -7 | G: 20 | H: 9 | I: -1

C/C(=N\NC(=O)C(N)=O)c1cccc(C(F)(F)F)c1
  A: 10 | B: 0.9 | C: 11 | D: -6 | E: 1 | F: 0 | G: -24 | H: 4 | I: -3

COc1ccccc1N1CCN(C(c2cccs2)C(C)NC(=O)c2cccnc2)CC1 (stereo not given)
  A: 11 | B: 1.4 | C: -23 | D: -10 | E: 0 | F: 0 | G: 15 | H: 11 | I: -2

CC(C)(C)N1CC(C(=O)O)CC1=O (stereo not given)
  A: -17 | B: 2.9 | C: 35 | D: -9 | E: -1 | F: -2 | G: 20 | H: 6 | I: 1

O=C(NCC1CCCO1)c1ccc2c(=O)n(Cc3ccco3)c(SCC(=O)N3CCCC3)nc2c1 (stereo not given)
  A: -17 | B: -0.4 | C: 21 | D: -15 | E: 1 | F: -5 | G: 0 | H: 5 | I: 3

CCCCC(=O)NC(Nc1nc(C2CC2)cs1)(C(=O)OCC)C(F)(F)F (stereo not given)
  A: 12 | B: 0.1 | C: 50 | D: -7 | E: 5 | F: -5 | G: 2 | H: 8 | I: 5

CCCC[C@@H]1CNC(=S)N1CCc1cccc(F)c1
  A: -12 | B: -1.3 | C: 4 | D: -4 | E: -1 | F: -5 | G: -2 | H: 7 | I: 2

Cc1cccc(/C(N)=N/OC(=O)CCc2ccccc2)c1
  A: 9 | B: -0.2 | C: 34 | D: 7 | E: 1[fluorescence artefact?] | F: -1 | G: -1 | H: 6 | I: -6

COc1ccc(C(=O)Nn2cc3c(c2-c2ccccc2)c(=O)n(C)c(=O)n3C)cc1
  A: -33 | B: -0.9 | C: 3 | D: 1 | E: -2 | F: -1 | G: 6 | H: 10 | I: -12

CCOc1ccc(C(=O)NCC(=O)N2CCc3ccccc3C2)cc1OCC
  A: -3 | B: 3.8 | C: -9 | D: 0 | E: 0 | F: -2 | G: 17 | H: 8 | I: -2

O=C(CSc1ccccn1)N/N=C/c1c[nH]c2ccccc12
  A: 49 | B: 0.4 | C: -68 | D: 4 | E: -4 | F: -7 | G: 29 | H: 2 | I: -2

CC(=O)N1CCN(S(=O)(=O)c2cccc(C(=O)Nc3ccc4c(c3)CCC4)c2)CC1
  A: -27 | B: 0.8 | C: -17 | D: 0[fluorescence artefact?] | E: 1 | F: 0 | G: 0 | H: 17 | I: 4

COc1ccc(/C=C(\NC(=O)c2ccc(C)cc2)C(=O)Nc2c(C)n(C)n(-c3ccccc3)c2=O)cc1
  A: 2 | B: 0.5 | C: 12 | D: -6 | E: -3 | F: -14 | G: 20 | H: 4 | I: 2

COc1ccccc1/C=c1\sc2nc(-c3ccccc3OC)nn2c1=O
  A: -64 | B: 0.6 | C: 8 | D: 1 | E: -10 | F: -6 | G: -1 | H: . | I: .

CCCCn1c(N)c(C(=S)NC(=O)CC(C)(C)C)c(=O)n(C)c1=O
  A: 11 | B: -0.4 | C: -5 | D: -1 | E: -9[fluorescence artefact?] | F: 2 | G: 1 | H: 9 | I: -1

Just Hck Nef HTS, for 5 of the compounds above:
SMILES | Hck Nef HTS
CCCCC(=O)NC(Nc1nc(C2CC2)cs1)(C(=O)OCC)C(F)(F)F (stereo not given) | 2
CCCC[C@@H]1CNC(=S)N1CCc1cccc(F)c1 | -2
Cc1cccc(/C(N)=N/OC(=O)CCc2ccccc2)c1 | -1
COc1ccc(C(=O)Nn2cc3c(c2-c2ccccc2)c(=O)n(C)c(=O)n3C)cc1 | 6
CCOc1ccc(C(=O)NCC(=O)N2CCc3ccccc3C2)cc1OCC | 17

(list continues)
molecule | m-calpain inh | zVAD death inh | EP2 mod | 14-3-3 Bad PPI | eIF4E-4G inh | TbHK1 inh | Hck Nef HTS | EP2 antag | Rad51 HR inh
Cc1c(Cl)cccc1NC(=O)c1cccc(NC(=O)CCC(=O)O)c1 | -28 | -0.7 | 6 | -10 | 1 | -6 | 15 | 7 | -1
COC(=O)[C@H](CC(C)C)NC(=O)Nc1ccccc1F | -9 | 0.8 | 42 | 0 | -6 | -7 | 22 | 9 | -1
C/C=C/C=C\C(=O)Nc1cccc(C2=NOC3(C2)C[C@H](C(N)=O)N(C(=O)CC#N)C3)c1 (stereo not given in full) | 20 | -0.4 | 2 | -4 | 2 | -15 | 12 | 19 | -5
Cc1ccc(-n2cccn2)cc1 | 14 | 16 | 5&0 | -13 | 0 | 3 | 25 | 11&5 | -64
O=C(NNC(=S)Nc1ccc(Cl)cc1Cl)c1ccc(N2CCOCC2)c([N+](=O)[O-])c1 | -49 | 0.0 | -31 | -22[fluorescence artefact?] | 7 | 33 | 4 | 10 | 1
N#CCSc1nnc(-c2ccccc2O)n1Cc1ccccc1 | 0 | -0.5 | 16 | 6 | -1[fluorescence artefact?] | -2 | 5 | 5 | 1
COc1ccc(CC(=O)Nc2cc(NC(=O)Cc3ccc(OC)c(OC)c3)cc(C(=O)O)c2)cc1OC | -39 | 36 | -41 | -6 | 0 | -3 | 17 | 3 | -12
CCCN1CNc2c(c(=O)[nH]c(=S)n2-c2ccccc2Cl)C1 | -6 | -0.1 | -10 | -8 | -2 | -2 | 20 | 10 | 3
CCC(C)(C)NC(=O)C(c1ccc(F)cc1)N(Cc1ccccc1)C(=O)c1cnccn1 (stereo not given) | -2 | -0.9 | 37 | -18 | 4 | -3 | 15 | 4 | 18
Cc1ccc(NC(=O)COC(=O)CCNS(=O)(=O)c2ccc(C)c(C)c2)cc1 | 18 | 0.3 | -9 | 4 | 0 | 3 | 6 | 4 | -14
Cc1cccc(OCCCC(=O)Nc2ccc(N3CCCCC3)cc2)c1 | 12 | -0.3 | 11 | -18[fluorescence artefact?] | -3[fluorescence artefact?] | 1 | 0 | 4 | 12
CCC(=O)N(CC(=O)Nc1sc(C)c(C)c1C(N)=O)C1CCCC1 | 7 | -0.1 | 19 | -6 | -5 | -6 | -33 | 7 | 3
Cn1c(SCc2ccc(Br)cc2)nnc1-c1cccs1 | 4 | -0.3 | -19 | 1 | 1 | 15 | 1 | 7 | -4
N#Cc1c(NC(=O)c2cc(-n3cnnc3)ccc2Cl)sc2c1CCCC2 | -1 | -0.8 | 1 | -19 | 4 | -19 | -20 | 13 | 2
CS(=O)(=O)N1CCN(C(=S)NCc2ccc(Cl)cc2)CC1 | -41 | -0.7 | -8 | -14 | -4 | -4 | 3 | 5 | 20
Cc1cccn2cc(-c3cccc(NC(=O)c4cccs4)c3)nc12 | 29 | 4.0 | -42 | -5 | -2 | -6 | 19 | 7 | .
N/C(=N\OC(=O)Cc1ccccc1)c1cccnc1 | 10 | 0.1 | 11 | -1 | 9 | -3 | 1 | 14 | -1
CCCCC(=O)Nc1sc2c(c1C(N)=O)CCC2 | -2 | 0.5 | 20 | 1 | -2 | -3 | 1 | 20 | 4
O=C(NCc1ccco1)c1cccc2ccccc12 | 14 | 0.0 | -8&-45 | 8 | -5 | 3 | 1 | 0&7 | 6
O=C(/C=C/c1ccc([N+](=O)[O-])cc1)NCCSCc1ccco1 | 29 | 0.8 | -70 | 1[fluorescence artefact?] | -2[fluorescence artefact?] | 18 | 4 | 11 | -1
CN(C)c1ccc(/C=C/C(=O)c2ccc(O)cc2)cc1[N+](=O)[O-] | 12 | 0.0 | -37 | 1 | -1 | -10 | 0 | -1 | 20
CC(=O)Nc1ccc2c3c(cccc13)CC2 | . | 0.4 | . | . | . | -8 | 0 | 6 | -2
CCOC(=O)/C(C#N)=C1\C(=O)N(Cc2ccccc2)c2ccccc21 | -24 | 0.9 | -13 | -4 | -2 | -1 | 7 | 10 | 1
Cc1cc(NC(=S)Nc2ccccc2)ccc1Br | 25 | 0.1 | -19 | -2 | -1 | 3 | 1 | 14 | 2
Cc1cccc(NC(=S)NCc2ccc3c(c2)cc(C)n3C)c1C | 7 | -1.0 | -25 | -7 | -5 | -4 | -4 | 12 | -11
Cc1cc(C(=O)NCc2ccc(S(N)(=O)=O)cc2)c(C)o1 | 6 | -0.1 | -2 | 27 | 8 | 0 | 11 | 10 | -2
O=C(Nc1ccc(OCc2ccccc2)cc1)c1ccccc1 | -21 | 0.1 | 2 | -2 | -3 | -4 | 13 | 10 | -6
Cc1nc(SCC(=O)c2ccc(F)c(F)c2)[nH]c(=O)c1Oc1ccc(Cl)cc1 | 15 | 1.2 | -28 | -5 | 2 | -5 | 10 | 13 | 3

Complete entries from above. Order of values: m-calpain inh | zVAD death inh | EP2 mod | 14-3-3 Bad PPI | eIF4E-4G inh | TbHK1 inh | Hck Nef HTS | EP2 antag | Rad51 HR inh
Cc1cccc(NC(=S)NCc2ccc3c(c2)cc(C)n3C)c1C is entered as 7 | -1.0 | -25 | -7 | -5 | -4 | -4 | 12 | -11
O=C(Nc1ccc(OCc2ccccc2)cc1)c1ccccc1 is entered as -21 | 0.1 | 2 | -2 | -3 | -4 | 13 | 10 | -6

Assay outcomes from PubChem.

These rows are one share of the data. The share of hits here may be higher or lower than overall.
